PP5 primary = inhibitors of human protein phosphatase 5 (PP5). 320,000 compounds, 0.18% hits. inhibition, % at 6.7 µM. AID 1987. purified PP5c, OMFP substrate fluorescence. P53041;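 active means inhibition above the campaign's mean inhibition across all tested compounds plus 3 SD, cut at about 9.5% in these data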;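 further: 0% = DMSO only and 100% = 100 µM cantharidin control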
EBNA-1 inhibitor = blocks EBNA-1 binding to DNA. EBNA-1 DNA binding, fluorescence polarization. inhibition, % at 14.8 µM. 300,000 compounds, 0.34% hits. AID 1950; in the data active means inhibition above about 28%
GASC-1 inh = human JMJD2C demethylase inhibition. Q9H3R0. 330,000 compounds, 0.069% hits. GST-JMJD2C(1-420) H3K9me3 demethylation, DELFIA europium. inhibition, % at 2.35 µM. AID 2099;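 active means more than half of a compound's replicate wells show inhibition beyond 50%, single wells judged on their own value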;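 further: signal counts dimethyl H3K9 product captured on neutravidin plate; 0% = median of DMSO wells and 100% = 0.3 times that DMSO median; strong numbers were not always called active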
Target sequence (Q9H3R0 1-420 limits assumed): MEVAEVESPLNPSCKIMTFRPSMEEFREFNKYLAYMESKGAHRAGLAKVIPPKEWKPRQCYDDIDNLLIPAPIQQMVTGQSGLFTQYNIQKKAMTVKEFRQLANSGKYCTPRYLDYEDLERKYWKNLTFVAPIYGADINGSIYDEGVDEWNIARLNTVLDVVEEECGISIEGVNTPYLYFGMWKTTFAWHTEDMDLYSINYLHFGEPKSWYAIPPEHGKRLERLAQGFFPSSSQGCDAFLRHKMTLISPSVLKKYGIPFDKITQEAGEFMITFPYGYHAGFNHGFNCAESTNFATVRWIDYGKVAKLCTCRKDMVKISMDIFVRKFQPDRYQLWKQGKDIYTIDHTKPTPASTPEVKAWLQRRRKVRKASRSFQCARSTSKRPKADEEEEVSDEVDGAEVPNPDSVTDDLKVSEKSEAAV
HCV core dimer = HCV core protein dimerization inhibition; TR-FRET GST/Flag-core106 dimerization, 1536-well; 300,000 compounds, 0.33% hits; inhibition, % at 5 µM;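 active means inhibition above the mean of all tested compounds plus 3 SD, set per screening campaign, cut at about 45% in these data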
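Material: Tagged HCV core106 pair (GST and Flag) | Amount: GST-core106 13.5 nM, Flag-core106 17 nM | Medium: KF-containing HEPES buffer, pH 7.45, DTT, CHAPS, BSA | Reagent: Eu donor and XL665 acceptor anti-tag antibodies | Schedule: 4 h at 22.5 °C | Technique: Time-resolved FRET, ex 340 nm, em 617 and 671 nm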
Fh CTSL1 inh = blocks F. hepatica cathepsin L1 in PFM18AAP counter-screen; recombinant F. hepatica cathepsin L1, Z-Leu-Arg-MCA fluorescence; 300,000 compounds, 0.49% hits; inhibition, % at 5.96 µM; AID 1906;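 active means inhibition above the mean of all tested compounds plus 3 SD, set per screening campaign, cut at about 17% in these data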;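 further: 0% = plate median of test compound wells and 100% = 1 µM Z-Phe-Ala-diazomethylketone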
CR mimetic SO = caloric restriction mimetics inhibiting age-related superoxide in yeast; 330,000 compounds, 0.18% hits; S. cerevisiae aged cells, superoxide DHE fluorescence; hits give low values; superoxide response (% of plate mean), % at 10 µM;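 active means superoxide response under a set limit, about three screen SD below normal, cut at about 65% in these data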;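 further: yeast aged for seven days with compound at 30 °C before DHE staining; 100% = average MFI of all compound-treated wells on the plate with controls excluded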
ZTA counter = counter-screen for EBNA-1 inhibitors: inhibitors of Epstein-Barr virus ZTA. inhibition, % at 11 µM. ZTA-DNA binding, fluorescence polarization. AID 2234. 320,000 compounds, 0.15% hits. P03206; in the data active means inhibition above about 33%
Target sequence (P03206 whole entry, looked up): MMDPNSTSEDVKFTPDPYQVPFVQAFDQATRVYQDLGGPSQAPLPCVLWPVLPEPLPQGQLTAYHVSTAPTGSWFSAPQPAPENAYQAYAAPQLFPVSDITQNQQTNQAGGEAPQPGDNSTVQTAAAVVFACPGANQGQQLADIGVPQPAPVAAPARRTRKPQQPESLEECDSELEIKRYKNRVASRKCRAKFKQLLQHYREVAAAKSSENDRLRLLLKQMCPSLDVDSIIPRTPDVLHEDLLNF
PP1 counter = blocks human PP1-alpha phosphatase, a PP5 counter-screen; P62136; purified PP1alpha, OMFP fluorescence; inhibition, % at 6.7 µM; 320,000 compounds, 0.9% hits; AID 2235;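 active means inhibition above the mean inhibition of all tested compounds plus 3 SD, computed separately for each screening campaign, cut at about 15% in these data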
Target sequence (P62136 whole entry, looked up): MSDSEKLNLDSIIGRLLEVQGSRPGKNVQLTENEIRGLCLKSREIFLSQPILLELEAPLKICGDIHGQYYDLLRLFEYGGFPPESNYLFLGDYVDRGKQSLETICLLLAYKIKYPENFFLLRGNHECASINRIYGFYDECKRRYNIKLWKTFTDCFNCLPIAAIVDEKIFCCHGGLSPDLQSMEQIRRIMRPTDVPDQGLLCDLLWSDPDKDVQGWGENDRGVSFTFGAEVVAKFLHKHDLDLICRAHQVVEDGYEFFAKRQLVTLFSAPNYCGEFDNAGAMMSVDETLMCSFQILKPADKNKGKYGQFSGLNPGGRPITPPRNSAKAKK
TPT1 inh = inhibitors of Candida albicans tRNA 2'-phosphotransferase TPT1; recombinant caTPT1, FP RNA substrate dephosphorylation; inhibition, % at 5 µM; 300,000 compounds, 0.81% hits; AID 1962;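 active means inhibition above the mean of all tested compounds plus 3 SD, set per screening campaign, cut at about 24% in these data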;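 further: plate controls were DMSO alone for no effect and ferristatin control at 100 nM for full effect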
An asterisk follows results filed as active; . = no result given.

No.	SMILES	PP5 primary	EBNA-1 inhibitor	GASC-1 inh	HCV core dimer	Fh CTSL1 inh	CR mimetic SO	ZTA counter	PP1 counter	TPT1 inh
1	O=C(NCCc1cccc(C(F)(F)F)c1)C1CCC(=O)N(CCc2cccc(F)c2)C1 (configuration not stated)	4.0	-11	-9	-3	0	102	-12	-2	-1
2	COc1ccc(CSCC(=O)N/N=C/c2ccc(OCC(=O)N3CCCCC3)cc2)cc1	0.6	-10	-3	3	4	90	2	0	3
3	CCOc1ccccc1NC(=O)CSc1n[nH]c(=O)n1-c1ccccc1	0.7	3	-1	4	1	99	1	-1	2
4	Cc1cc(/C=C2\SC(=O)NC2=O)c(C)n1-c1ccc(N2CCOCC2)cc1	-0.8	-4	25	8	-1	95	-2	1	-1
5	CSc1ncccc1C(=O)NC1CCCc2c1cnn2-c1ccc(C)c(C)c1 (configuration not stated)	5.2	-4	-2	-5	-2	99	-16	-2	-1
6	COc1ccc2c(C)c(C)c(=O)oc2c1OC	-0.7	2	1	-4	3	100	-10	0	0
7	O=C(CCNC(=O)c1ccccc1Cl)Nc1cc(C(F)(F)F)ccc1N1CCCC1	-0.9	11	2	0	2	94	0	-2	2
8	Cc1cc(NCCCn2ccnc2)n2nc(C)c(-c3ccc(Cl)cc3)c2n1	2.5	16	-2	-4	6	99	14	14	-2
9	COc1cc(C(=O)OCC(=O)Nc2ccccc2C(=O)NC2CC2)c([N+](=O)[O-])cc1OC	0.5	.	4	.	.	145	14	-4	.
10	O=[N+]([O-])c1ccc(/C=C/c2ccc3cccc(O)c3n2)cc1	0.6	-1	-13	7	-4	92	22	14	4
11	CC1(C)N=C(c2cccc(F)c2)C(=O)N1	3.5	-17	15	4	-4	95	13	-5	2
12	CCN1CCc2c(sc(NC(=O)c3ccc(C(=O)c4ccccc4)cc3)c2C(N)=O)C1	4.1	2	4	5	5	96	11	3	11
13	Cc1noc(/C=C/c2ccco2)c1S(=O)(=O)N1CCC(C(=O)N(C)Cc2ccccc2)CC1	3.6	0	-1	29	-1	96	-6	19*	11
14	COc1ccc(CCNC(=O)C(=O)NCC2CCCN2S(=O)(=O)c2cccs2)cc1OC (configuration not stated)	1.1	9	67	1	-2	99	15	1	0
15	COc1ccc(-c2c(C)n([O-])c3c([n+]2=O)CCCC3)cc1OC	-0.4	-9	-3	2	5	110	2	-3	3
16	Clc1ccccc1N1CCN(Cc2c[nH]c3ccccc23)CC1	5.5	0	-4	-13	1	95	-6	4	2
17	COc1ccc(CC(=O)N/N=C/C=C/c2ccc3c(c2)OCO3)cc1OC	1.0	1	2	-6	0	92	-8	3	3
18	Cc1ccc(NC(=O)COC(=O)c2c(-c3ccccc3)noc2C)cc1	3.4	.	13	.	.	113	3	3	.
19	CCO[C@H]1OC(C(=O)N2CCN(Cc3ccc4c(c3)OCO4)CC2)=C[C@@H](C)[C@@H]1CCCO	-5.8	-14	.	-9	-8	.	9	-8	-4
20	Cc1cc(CNC(=O)CC2C(=O)NCCN2CC(C)(C)C)nn1C (configuration not stated)	1.1	5	-22	10	-2	84	1	-1	-5
21	CCCCCNC(=O)CC1Nc2c3ccccc3nc(=S)n2C1=O (configuration not stated)	9.9*	-2	2	-6	-3	90	-13	-2	-4
22	CN(C)CCN(C(=O)C1=COCCO1)c1nc2ccc(Cl)cc2s1	3.8	-11	7	-11	-5	113	-9	1	-3
23	O=C(NCC(c1ccco1)N1CCc2ccccc21)C(=O)Nc1ccc(F)cc1F (configuration not stated)	-1.4	-3	15	0	-1	99	-1	-2	2
24	CCc1ccc(NC(=O)CCn2ccnc2C)cc1	-0.7	10	-8	2	-2	96	6	-2	5
25	Cc1occc1C(=O)n1cnc2ccccc21	-0.7	2	4	-3	-1	97	-8	2	-1
26	CN1CCN(c2cc(C(F)(F)F)nc(-c3ccccn3)n2)CC1	1.0	-10	-12	-4	-4	106	-9	1	-1
27	Cn1c(=O)c2c(ncn2CC(=O)N/N=C/c2c[nH]c3ccccc23)n(C)c1=O	2.9	-9	-5	-5	3	117	-14	-3	3
28	COc1cc(C(=O)NC2CC(C)(C)NC(C)(C)C2)cc(OC)c1OC	-1.7	9	3	-2	1	96	-5	-1	-8
29	CN(C)CC(CCCCC(CN(C)C)C(=O)c1ccccc1)C(=O)c1ccccc1 (configuration not stated)	1.9	6	-16	0	-2	84	-4	-4	-3
30	COc1ccc(OC)c2c1sc(=NC(=O)C(C)C)n2C	3.7	-1	-13	1	9	98	1	-1	2
31	Cc1c(Cl)c(-c2n[nH]c(=S)n2-c2ccccc2)nn1C	2.1	8	1	-2	-3	72	-1	0	0
32	O=c1cc(O)c(-c2cccc(Cl)c2)c(Cl)[nH]1	0.7	0	0	-7	1	88	3	-6	-2
33	Cc1cc(/C=C(\C#N)C(=O)O)c(C)n1C1CC1	1.9	8	-1	-2	2	99	-2	-1	-2
34	COc1cccc(-n2nc(-c3ccnn3-c3cccc(Cl)c3)c(=O)n(C)c2=O)c1	-0.4	11	-4	6	-4	103	15	4	2
35	CCOc1cccc(C(=O)N2CCCCC2c2cccnc2)c1 (configuration not stated)	1.2	-1	-4	-3	-2	113	-10	16*	1
36	CCOC(=O)Nc1c(Cl)n(C)c(=O)n(C)c1=O	1.7	4	7	-64	-4	88	5	7	-1
37	COc1ccc(NC(=O)c2cc3nc(-c4ccccc4)cc(-c4ccccc4)n3n2)c(OC)c1	3.1	-2	-29	-1	-5	114	-5	2	3
38	CC(=O)Cc1nsc(NC(=O)c2ccc(-c3cccc(C(F)(F)F)c3)o2)n1	-1.9	8	6	8	0	78	10	-2	-1
39	CCOC(=O)C1(CC2CCCCO2)CCN(C(=O)Nc2ccccc2)CC1 (configuration not stated)	-0.6	-10	8	-2	1	92	-4	0	-5
40	CN(C)S(=O)(=O)c1cccc(NC(=S)Nc2cc(Cl)cc(Cl)c2)c1	0.3	12	-1	9	0	109	15	-1	0
41	CSc1ccc(/C=N/n2c(C)nnc2C)cc1	1.8	-3	-4	2	1	95	-2	-1	-2
42	CC(=O)N1CCCc2cc(S(=O)(=O)Nc3ccc4c(c3)OCO4)ccc21	-0.3	10	14	9	2	92	6	-3	-4
43	O=C(COC(=O)Cc1ccc(S(=O)(=O)N2CCOCC2)s1)Nc1ccc([N+](=O)[O-])cc1	4.5	.	-2	.	.	99	-8	0	.
44	CC(=O)N1CCN(c2ccccc2NC(=O)COc2ccc(Cl)cc2Cl)CC1	3.0	8	26	12	-1	97	-3	3	-3
45	COc1ccccc1C(C#N)N1N=C(C)CC1(C)C (configuration not stated)	3.1	2	3	-6	-1	89	-1	0	-1
46	O=C(O/N=C1\CCCc2ccccc21)c1ccc(F)cc1	7.8	-8	-4	-2	-2	94	-3	2	-2
47	O=C(/C=C/c1ccc([N+](=O)[O-])cc1)NCc1cccs1	0.0	-8	6	-8	1	110	-8	0	1
48	O=C(c1ccccc1)N1CCn2c(nc3ccccc32)C1	2.2	-4	70	0	0	104	1	-2	1
49	N#CC1=C(SCc2ccccc2)NC2=C(C(=O)CCC2)C1c1ccc2c(c1)OCO2 (configuration not stated)	-0.3	-3	11	19	5	102	16	6	3
50	Cc1ccc(CNC(=O)C2CN(S(C)(=O)=O)c3cc(Cl)ccc3O2)cc1 (configuration not stated)	3.1	-4	1	2	-3	103	8	-1	-1
51	CN(C)C(=O)CNC(=O)C1CCCCC1	-0.5	8	-4	-3	-1	106	6	-2	-2
52	Cc1ccc(NC(=O)c2cc(NC(=O)C3CC=CCC3C(=O)O)ccc2N2CCOCC2)cc1 (configuration not stated)	-0.6	5	3	0	-4	68	9	-10	-1
53	COc1cccc(C(=O)Nc2nc(-c3ccc4c(c3)OCO4)cs2)c1	3.4	-10	8	-8	-3	93	-26	4	-2
54	COCCN(CCOC)S(=O)(=O)c1ccc(NC(=O)c2cnccn2)cc1	-6.4	-6	-2	-11	6	97	-10	4	-3
55	O=C(NCc1ccco1)/C(=C\C=C\c1ccccc1)NC(=O)c1ccccc1Br	-1.2	-1	-9	-3	7	99	-5	0	-2
56	O=C(CSCc1c(F)cccc1Cl)Nc1ccccc1C(=O)N1CCOCC1	-1.4	1	-7	1	-2	95	8	-2	1

Shown with two lines to a compound: entries from further up.
Values in the order – PP5 primary | EBNA-1 inhibitor | GASC-1 inh | HCV core dimer | Fh CTSL1 inh | CR mimetic SO | ZTA counter | PP1 counter | TPT1 inh
#53 COc1cccc(C(=O)Nc2nc(-c3ccc4c(c3)OCO4)cs2)c1
→ 3.4 | -10 | 8 | -8 | -3 | 93 | -26 | 4 | -2
#54 COCCN(CCOC)S(=O)(=O)c1ccc(NC(=O)c2cnccn2)cc1
→ -6.4 | -6 | -2 | -11 | 6 | 97 | -10 | 4 | -3

Further structures:
No.	SMILES	PP5 primary	EBNA-1 inhibitor	GASC-1 inh	HCV core dimer	Fh CTSL1 inh	CR mimetic SO	ZTA counter	PP1 counter	TPT1 inh
57	CCOc1cc(C2NC(=O)NC(c3ccccc3)=C2C(C)=O)ccc1OC(C)=O (configuration not stated)	0.1	-9	0	3	2	105	-15	-4	-1
58	COC(=O)c1cc(C(=O)OCC(=O)NNC(=O)c2cccs2)cc([N+](=O)[O-])c1	0.3	-7	4	3	-7	100	-12	-8	-3
59	Cc1cc(N/N=C(/CCC(=O)O)C(=O)O)nc2ccccc12	2.0	-5	11	-2	1	88	7	-1	3
60	CCS(=O)(=O)N1Cc2ccccc2CC1C(=O)N1CCN(c2ccccc2)CC1 (configuration not stated)	-2.7	1	-6	17	-2	112	26	-3	-2
61	CC(=O)C1=C(C)NC2=C(C(=O)c3ccccc32)C1c1ccccc1 (configuration not stated)	2.1	-16	-22	-24	-2	120	-13	-3	0
62	CCc1ccc(/C=N/Nc2nn[nH]n2)cc1	-0.6	2	2	-7	5	89	-9	-1	-3
63	CCOC(=O)c1oc2cccc(O)c2c1CN(Cc1ccccc1)C(C)=O	5.1	-1	5	-2	-1	92	1	1	1
64	CCN(CC)CCNC(=O)C1c2ccccc2C(=O)N(CCOC)C1c1ccc(F)cc1 (configuration not stated)	-0.2	-4	-3	0	-3	94	-1	0	-1
65	CCC1CCCCN1CCNC(=O)C1CCN(S(=O)(=O)c2c(C)noc2C)CC1 (configuration not stated)	3.0	-19	14	-7	-1	104	-1	2	-4
66	O=C(/C=C/c1cccc(O)c1)c1ccc(N2CCOCC2)cc1	1.6	0	-5	4	6	95	9	-1	0
67	O=C(CN1CCCCC1)NNc1nc(-c2ccccc2)c2cc(Cl)ccc2n1	0.1	-1	2	-3	-3	110	-11	0	-4
68	Cc1ccc(C(C(=O)NC2CCCCC2)N(CCCN2CCOCC2)C(=O)c2snc(C(N)=O)c2N)cc1 (configuration not stated)	-0.4	7	-1	-9	-2	98	-15	2	-4
69	C=CCN(C(=O)COc1ccccc1)c1nnc(-c2ccncc2)s1	0.1	3	10	4	-4	98	7	2	0
70	CCOC(=O)C1CCN(S(=O)(=O)c2ccccc2[N+](=O)[O-])CC1	1.5	1	-19	0	-6	98	-2	0	-2
71	Cc1ccc(S(=O)(=O)N2CCN(C(=O)CCOc3cc(C)ccc3C)CC2)cc1	5.5	.	-1	.	.	99	-4	7	.
72	CCOC(=O)N1CCC(NC(=O)c2ccc3c(c2)N(C)C(=O)/C(=C/c2cccc(OC)c2)S3)CC1	-0.6	-5	26	4	-1	82	5	-2	-4
73	O=C(c1ccccc1SCc1ccc(F)cc1)N1CCOCC1	-2.4	3	-1	-1	-1	90	-12	-6	-1
74	O=C(Nc1ccccc1N1CCCCC1)c1cnccn1	1.7	5	17	6	3	97	8	2	7
75	Cc1ccc(S(=O)(=O)N2CCOCC2)cc1C(=O)Nc1ccccc1N1CCCC1	-0.6	-1	3	1	3	102	19	0	0

Screening data deposited in PubChem by several laboratories.
